Screens from PubChem.
hIAP block = human IAP inhibitors, primary screen, biochemical, luminescence, uHTS | Intestinal-type alkaline phosphatase (Homo sapiens), P09923 | purified IAP, CDP-Star luminescence, 30 min | actives 0.12% (n = 330,000) | inhibition, % at 10 µM | AID 2544, 2010;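 active = inhibition reaching a set limit with compound at 10 µM in the primary screen, cut at about 35% in these data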;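 also: plate controls were DMSO wells with enzyme for no effect and no-enzyme buffer wells for full effect; values of inactives mirror those of a sister screen read the other way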
Target sequence (P09923 whole entry, looked up): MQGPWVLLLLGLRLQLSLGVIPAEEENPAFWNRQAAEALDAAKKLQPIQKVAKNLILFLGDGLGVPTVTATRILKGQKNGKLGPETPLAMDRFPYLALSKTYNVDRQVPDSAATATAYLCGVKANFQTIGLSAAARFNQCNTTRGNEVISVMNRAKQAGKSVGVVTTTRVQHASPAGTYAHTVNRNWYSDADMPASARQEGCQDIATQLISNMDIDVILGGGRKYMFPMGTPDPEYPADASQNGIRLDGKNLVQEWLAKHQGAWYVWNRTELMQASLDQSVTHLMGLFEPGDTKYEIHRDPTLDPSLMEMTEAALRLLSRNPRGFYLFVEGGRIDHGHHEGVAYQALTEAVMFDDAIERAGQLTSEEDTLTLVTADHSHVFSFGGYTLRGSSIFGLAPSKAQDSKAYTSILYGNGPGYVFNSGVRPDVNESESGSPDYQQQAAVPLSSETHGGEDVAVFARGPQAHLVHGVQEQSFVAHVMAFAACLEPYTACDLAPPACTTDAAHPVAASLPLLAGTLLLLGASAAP
A3A deaminase = APOBEC3A ssDNA deaminase inhibitors, primary screen, selectivity assay for APOBEC3G inhibitor project, biochemical, FAM/TAMRA oligo cleavage fluorescence; DNA dC->dU-editing enzyme APOBEC-3A (Homo sapiens), P31941; recombinant A3A, FAM/TAMRA ssDNA deamination fluorescence; inhibition, % at 20 µM; actives 0.41% (n = 330,000);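 active = at least 40% inhibition at 20 µM here, with at most 30% in a related deaminase screen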;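 also: plate controls were A3A with DMSO for no effect and wells lacking A3A enzyme for full effect; some results filed as inactive read as strong as hits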
mIAP block = inhibitors of mouse IAP, primary screen, biochemical, luminescence, uHTS | intestinal alkaline phosphatase [Mus musculus] | purified mouse IAP, CDP-Star luminescence, 30 min | inhibition, % at 10 µM | actives 0.2% (n = 330,000);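 active = inhibition of at least 40% at 10 µM in the primary screen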;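 also: plate controls were DMSO with enzyme for no effect and no enzyme wells for full effect; values of inactives mirror those of a sister screen read the other way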
HKDC1 inhibitor = HKDC1 hexokinase inhibitors, primary screen, biochemical, fluorescence, uHTS. Q2TB90. inhibition, % at 20 µM. recombinant HKDC1, G6PDH/diaphorase resazurin coupled fluorescence. AID 493160, 2011. actives 0.16% (n = 340,000);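 active = inhibition above about 35% when tested at 20 µM, limit read from the data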;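 also: plate controls were DMSO wells with enzyme for no effect and DMSO wells lacking enzyme for full effect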
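Test system: HK5 enzyme. Quantity: 5 µg/mL HK5 final. Reagent: glucose and ATP substrates. Schedule: 90 min reaction incubation at room temperature, dark. Technique: resazurin-to-resorufin fluorescence via G6PDH and diaphorase coupling, 525/613 nm. Control set: DMSO wells with and without enzyme mix.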
hIAP activ = human IAP activators, primary screen, biochemical, luminescence, uHTS; Intestinal-type alkaline phosphatase (Homo sapiens), P09923; purified human IAP, CDP-Star luminescence, 30 min; active compounds read high; 1 = vehicle-only enzyme, 0 = enzyme-free background; activation factor at 10 µM; actives 0.16% (n = 330,000);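 active = activation factor of the enzyme at least 2-fold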; also: the source names both 10 and 20 µM as test concentration; values of inactives mirror those of a sister screen read the other way
mIAP activ = activators of mouse IAP, primary screen, biochemical, luminescence, uHTS; intestinal alkaline phosphatase [Mus musculus]; muIAP, CDP-Star luminescence, 30 min; active compounds read high; 1 = vehicle-only enzyme signal, 0 = enzyme-free wells; activation factor at 10 µM; actives 0.24% (n = 330,000); AID 2805, 2010;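 active = activation factor of at least 2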; also: the source names both 10 and 20 µM as test concentration; values of inactives mirror those of a sister screen read the other way
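Assay system: mouse IAP enzyme / Compound: DMSO-dissolved test compounds / Timing: 30 min, room temperature / Measured by: luminescence from enzymatic CDP-Star hydrolysis / Control set: DMSO-only wells, enzyme-free buffer wells as negative control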
PfGluPho inh = PfG6PD enzyme inhibitors, primary screen, biochemical, fluorescence intensity, uHTS; glucose-6-phosphate dehydrogenase-6-phosphogluconolactonase (Plasmodium falciparum 3D7); PfGluPho enzyme, NADPH resazurin-diaphorase fluorescence; inhibition, % at 20 µM; actives 0.78% (n = 350,000);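 active = inhibition reaching at least a set limit at 20 µM in the primary screen, cut at about 59% in these data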;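 also: 0% = DMSO wells with substrate and 100% = DMSO wells lacking glucose-6-phosphate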
ATG4B inh = ATG4B protease inhibitors, primary screen, biochemical, fluorescence, uHTS. inhibition, % at 8.33 µM. ATG4B cleavage of LC3-PLA2, NBD-HPC fluorescence, 1 h. actives 0.51% (n = 340,000). Cysteine protease ATG4B (Homo sapiens), Q9Y4P1; in the data active = inhibition above about 40%
Target sequence (Q9Y4P1 whole entry, looked up): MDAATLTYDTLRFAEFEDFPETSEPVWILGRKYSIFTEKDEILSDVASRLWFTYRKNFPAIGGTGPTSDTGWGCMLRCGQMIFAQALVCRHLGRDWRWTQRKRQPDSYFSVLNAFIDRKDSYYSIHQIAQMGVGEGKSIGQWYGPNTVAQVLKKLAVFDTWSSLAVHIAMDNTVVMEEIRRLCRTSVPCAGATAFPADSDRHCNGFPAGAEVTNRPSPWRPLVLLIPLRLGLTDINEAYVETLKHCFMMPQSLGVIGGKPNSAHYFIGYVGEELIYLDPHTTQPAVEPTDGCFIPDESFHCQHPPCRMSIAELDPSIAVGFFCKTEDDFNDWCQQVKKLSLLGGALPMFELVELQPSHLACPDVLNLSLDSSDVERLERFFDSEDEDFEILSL
An asterisk follows results filed as active. Rows are unselected; overall some 2.4% were active at least once.

SMILES	hIAP block	A3A deaminase	mIAP block	HKDC1 inhibitor	hIAP activ	mIAP activ	PfGluPho inh	ATG4B inh
O=C(NC1CCN(Cc2ccccc2)CC1)C1CCN(S(=O)(=O)c2cccc3cccnc23)CC1	4	-3	3	-5	0.96	0.97	1	-8
CCn1c(=O)c(C(=O)CN2CCN(S(=O)(=O)c3cc(C)ccc3C)CC2)c(N)n(Cc2ccccc2)c1=O	10	2	2	3	0.9	0.98	-1	-14
NNC(=O)c1oc2nc(-c3ccccc3)cc(-c3ccco3)c2c1N	-12	-1	20	6	1.1	0.8	-6	-7
CC(Sc1nnc2c(n1)C1CCC2(C)C1(C)C)C(=O)Nc1ccccc1 (configuration not stated)	4	3	8	5	0.95	0.92	6	-3
O=C1CC(Nc2ccc3ccccc3c2)C(=O)N1Cc1ccccc1 (configuration not stated)	10	-3	3	23	0.9	0.97	13	-11
C[C@H](NC(=O)N1CCn2c1nc1ccccc12)C(=O)N1CCCCC1	-7	-7	5	-5	1.1	0.95	4	-12
COc1ccc(NC(=S)NN2C(C)CCCC2C)cc1 (configuration not stated)	10	-2	10	-12	0.9	0.9	-9	0
Cc1ccc(-c2nnn(CC(=O)N(CC(=O)NC3CCCCC3)c3cnc4ccccc4c3)n2)o1	20	2	4	0	0.8	0.96	-3	-8
Cc1ccc(Nc2nc(N)c([N+](=O)[O-])c(N3CCOCC3)n2)cc1C	-2	-3	9	-5	1	0.91	16	-7
CC1(C)Cc2nc3sc4c(SCC(=O)NC(c5ccccc5)c5ccccc5)ncnc4c3cc2CO1	10	1	10	5	0.91	0.9	-19	1
CCOC(=O)c1c(C=O)c(C)n(Cc2ccccc2Cl)c1C	-3	-1	-4	2	1	1	-22	21
COc1ccc(C2C3=C(CC(C)(C)CC3=O)Nc3c2c(=O)n(C)c(=O)n3C)cc1OC (configuration not stated)	-4	1	-5	-2	1	1.1	-5	-3
O=S(=O)(c1ccc(NCCc2c[nH]c3ccccc23)nc1)N1CCOCC1	-13	0	-1	0	1.1	1	2	-11
CN(C1CCCCC1)C(CNS(=O)(=O)c1ccc(Cl)cc1)c1ccccc1 (configuration not stated)	24	-3	3	-2	0.77	0.97	-6	-2
O=C(NCC(c1ccco1)N1CCN(c2ccc(F)cc2)CC1)C(=O)NC1CC1 (configuration not stated)	-15	-4	0	-3	1.1	1	9	5
C=CCn1c(-c2ccc(OC)cc2)csc1=Nc1c(C)n(C)n(-c2ccccc2)c1=O	9	-5	5	-5	0.91	0.95	-2	-3
COc1ccc(C(CNC(=O)CCNC(=O)c2ccccc2OC)N2CCCC2)cc1 (configuration not stated)	-9	0	1	-6	1.1	0.99	-8	-6
Cn1c(CC(=O)Nc2ccc(Cl)cc2)nnc1SCC(=O)N1CCOCC1	-4	-4	6	-4	1	0.94	12	-6
COc1ccc(NC(=O)N2CCN(C(=O)C3CCCO3)CC2)cc1 (configuration not stated)	1	-4	-2	-4	0.99	1	1	10
COC(=O)c1[nH]c2ccc(C)cc2c1NC(=O)CN1CCN(Cc2ccccc2)CC1	-4	30	0	1	1	1	12	-10
O=C(c1ccco1)N1CCN(C(c2ccccc2)c2nnnn2C2CCCC2)CC1 (configuration not stated)	13	1	-2	0	0.87	1	-1	-5
CCCCSc1ccc(NC(=O)c2cccnc2)cc1	13	-2	12	9	0.87	0.88	-10	0
COc1ccc(C(NC(=O)CC(C)C)NC(=O)CC(C)C)cc1OC	-7	-4	7	3	1.1	0.93	3	-1
CC(NC(=O)CCC(=O)NC(C)c1ccccc1)c1ccccc1 (configuration not stated)	-1	-6	-8	-7	1	1.1	0	0
COc1cccc(C(=O)NCC(c2cccnc2)N2CCN(c3ccccc3OC)CC2)c1 (configuration not stated)	5	-5	4	-1	0.95	0.96	16	-15
CN(Cc1ccccn1)C(=O)C1CCC(=O)N(CCc2ccc(Cl)cc2)C1 (configuration not stated)	13	-3	4	-5	0.87	0.96	7	-8
CC(C)(c1ccccc1)c1ccc(OCCN2CCOCC2)cc1	-4	-6	-8	0	1	1.1	-11	4
Cc1sc2nc(COC(=O)CNC(=O)c3ccc(C(C)(C)C)cc3)[nH]c(=O)c2c1C	11	-2	2	2	0.89	0.97	4	-7
CCOc1ccc(S(=O)(=O)NC(C)C(=O)NCc2ccc3c(c2)OCO3)cc1 (configuration not stated)	-4	-2	2	-3	1	0.98	-16	4
CC(C)[C@H](NC(=O)c1ccccc1)C(=O)OCC(=O)NCCC1=CCCCC1	-27	1	-5	-2	1.3	1	2	-11
O=C(COc1ccccc1)N1CCN(c2ncccn2)CC1	-9	-4	-5	11	1.1	1.1	-2	-8
CCn1c(SCC(=O)Nc2ccc(S(=O)(=O)Nc3ccccn3)cc2)nnc1-c1ccncc1	21	2	-1	-8	0.79	1	7	2
Cc1ccc(C)c(NC(=O)COC(=O)CNC(=O)c2ccccc2Cl)c1	-8	1	-7	-6	1.1	1.1	1	-1
Brc1cccc(C=Nc2cccc3ncccc23)c1	19	-7	4	14	0.81	0.96	10	-5
O=C(NCCN1CCOCC1)c1cc(-c2ccc(Cl)c(Cl)c2)on1	-16	-2	5	-4	1.2	0.95	-2	4
CCOc1ccc(C(CC(=O)O)NC(=O)C(CC)c2ccccc2)cc1 (configuration not stated)	-2	-2	3	-2	1	0.97	3	-5
COc1cccc(O)c1CN1CCC(C(=O)Nc2ccc(-c3cccc(C)c3)cc2)CC1	-52	-2	-70	1	1.5	1.7	19	-9
Cc1csc2nc(O)c(C(=O)NCc3ccc4c(c3)OCO4)c(=O)n12	-15	-4	4	-3	1.2	0.96	-11	4
CCC(=O)N1c2ccc(S(=O)(=O)N3CCCCC3)cc2CC1C (configuration not stated)	3	-6	-11	-5	0.97	1.1	-15	-3
COc1ccc(OCCCC(=O)N(C)CC(=O)Nc2ccccc2Cl)cc1	-3	-1	4	5	1	0.96	6	3
FC(F)(F)c1cc(-c2ccco2)nc(-n2cnc3ccccc32)n1	5	-1	5	-14	0.95	0.95	0	-3
CCCCC(=O)OCC(=O)Nc1ccc(OC(F)F)cc1	-4	-1	4	-1	1	0.96	6	-4
C/C(=N\Nc1cccc([N+](=O)[O-])c1)c1cc2ccccc2o1	2	2	4	5	0.98	0.96	-7	-1
COc1ccc(Nc2nnc(SC(C)C(=O)NC3CC3)s2)cc1 (configuration not stated)	4	1	0	-3	0.96	1	16	-2
CCCN(C(=O)CSc1ccccc1C(=O)O)C1CCS(=O)(=O)C1 (configuration not stated)	5	-5	5	-4	0.95	0.95	-11	-1

Retrieved by structure from the entries so far:
SMILES	hIAP block	A3A deaminase	mIAP block	HKDC1 inhibitor	hIAP activ	mIAP activ	PfGluPho inh	ATG4B inh
CC1(C)Cc2nc3sc4c(SCC(=O)NC(c5ccccc5)c5ccccc5)ncnc4c3cc2CO1	10	1	10	5	0.91	0.9	-19	1
Cc1sc2nc(COC(=O)CNC(=O)c3ccc(C(C)(C)C)cc3)[nH]c(=O)c2c1C	11	-2	2	2	0.89	0.97	4	-7

The results go on.
SMILES	hIAP block	A3A deaminase	mIAP block	HKDC1 inhibitor	hIAP activ	mIAP activ	PfGluPho inh	ATG4B inh
COCc1cc(Sc2ccc(Cl)cc2Cl)nc(-c2ccccc2)n1	6	0	-2	-2	0.94	1	4	0
CNC(=O)c1cc(C(=O)c2ccc(F)cc2C(F)(F)F)c[nH]1	-9	2	-4	-4	1.1	1	-2	0
Cn1c(SCc2cc(=O)[nH]c3ccccc23)nnc1-c1ccco1	-16	-1	5	4	1.2	0.95	-2	-4
CCn1cc(C(=O)O)c(=O)c2cnc(N3CCN(C(=S)Nc4ccccc4Cl)CC3)nc21	-20	-8	4	-3	1.2	0.96	4	-5
CC1(C)CC(CC(=O)Nc2ccc([N+](=O)[O-])cc2)C(=O)O1 (configuration not stated)	-18	0	-3	3	1.2	1	-11	-16
Cc1ccc(C(=O)c2c(C)oc3c2C(=O)C(=O)c2ccccc2-3)cc1	1	-2	9	48*	0.99	0.91	107*	8
Cc1cccc(Nc2nc(-c3ccc(F)c(C)c3)cs2)n1	14	1	-13	4	0.86	1.1	34	-3
CN1CCN(C(=O)CNc2ccc(C(F)(F)F)cc2[N+](=O)[O-])CC1	14	-1	-6	-2	0.85	1.1	-2	-3
O=C(N/N=C\c1ccc(-c2ccc(Cl)c(Cl)c2)o1)C(=O)N1CCCC1	-4	-4	10	-4	1	0.9	-21	-3
COc1ccc(C(=O)Nc2ccccc2C(=O)N/N=C/c2ccccc2OC)cc1	-8	3	-1	3	1.1	1	11	-5
CCN(CC)c1ccc(NC(=O)c2ccccc2Br)cc1S(=O)(=O)Nc1ccccc1OC	12	6	13	-43	0.88	0.87	86*	-5
COc1ccc(C(=O)Nc2ccc(Oc3nc(C)nc4sc(-c5ccccc5)cc34)cc2)cc1OC	1	1	-7	12	0.99	1.1	-22	-2
Cc1nc(N2CCN(C)CC2)c2sc(=S)n(C)c2n1	19	-3	3	-5	0.81	0.97	-1	4

Arranged by molar mass (highest first): part of the list above.
SMILES	hIAP block	A3A deaminase	mIAP block	HKDC1 inhibitor	hIAP activ	mIAP activ	PfGluPho inh	ATG4B inh
COc1ccc(C(=O)Nc2ccc(Oc3nc(C)nc4sc(-c5ccccc5)cc34)cc2)cc1OC	1	1	-7	12	0.99	1.1	-22	-2
COc1ccc(C(=O)Nc2ccccc2C(=O)N/N=C/c2ccccc2OC)cc1	-8	3	-1	3	1.1	1	11	-5
O=C(N/N=C\c1ccc(-c2ccc(Cl)c(Cl)c2)o1)C(=O)N1CCCC1	-4	-4	10	-4	1	0.9	-21	-3
COCc1cc(Sc2ccc(Cl)cc2Cl)nc(-c2ccccc2)n1	6	0	-2	-2	0.94	1	4	0
COc1ccc(Nc2nnc(SC(C)C(=O)NC3CC3)s2)cc1 (configuration not stated)	4	1	0	-3	0.96	1	16	-2
CN1CCN(C(=O)CNc2ccc(C(F)(F)F)cc2[N+](=O)[O-])CC1	14	-1	-6	-2	0.85	1.1	-2	-3
Cn1c(SCc2cc(=O)[nH]c3ccccc23)nnc1-c1ccco1	-16	-1	5	4	1.2	0.95	-2	-4
Cc1ccc(C(=O)c2c(C)oc3c2C(=O)C(=O)c2ccccc2-3)cc1	1	-2	9	48*	0.99	0.91	107*	8
CNC(=O)c1cc(C(=O)c2ccc(F)cc2C(F)(F)F)c[nH]1	-9	2	-4	-4	1.1	1	-2	0
Cc1cccc(Nc2nc(-c3ccc(F)c(C)c3)cs2)n1	14	1	-13	4	0.86	1.1	34	-3
Cc1nc(N2CCN(C)CC2)c2sc(=S)n(C)c2n1	19	-3	3	-5	0.81	0.97	-1	4
CC1(C)CC(CC(=O)Nc2ccc([N+](=O)[O-])cc2)C(=O)O1 (configuration not stated)	-18	0	-3	3	1.2	1	-11	-16
